Vif-A3G inh: Vif-A3G binding inhibition; Q9HC16; HeLa A3G-eYFP + Vif (tagged APOBEC3G with the HIV-1 protein that degrades it), YFP fluorescence, overnight; Potency, µM (series often up to 46.1 µM), without a hit: top-dose activity, negative = active, usual class: inhibitors; 410,000 tested, 0.076% active; AID 602310;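 note: potency is the fitted concentration of half-maximal effect; % is set by controls: 0 for no effect and ±100 for the full control effect; nearly all actives have a fitted effect of over 60% in size; hits raise eYFP signal because A3G escapes Vif-driven loss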
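HeLa cells stably expressing Vif and C-terminally eYFP-tagged A3G, seeded overnight at 37 deg C, then exposed to compound by pintool overnight at 37 deg C. Rise in yellow fluorescence (Ex 488/Em 500-530, Acumen) marks blocked Vif-driven A3G degradation.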
D2 PAM: positive allosteric modulators of human D2 dopamine receptor; potentiation, % at 10 µM; P14416; 340,000 tested, 0.34% active; HEK293 T-REx D2, calcium flux, EC20 dopamine potentiation; AID 485347;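 active = potentiation over 3 SD above the plate norm, cut at about 30% in these data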; note: 0% is about no effect
Target sequence (P14416 whole entry, looked up): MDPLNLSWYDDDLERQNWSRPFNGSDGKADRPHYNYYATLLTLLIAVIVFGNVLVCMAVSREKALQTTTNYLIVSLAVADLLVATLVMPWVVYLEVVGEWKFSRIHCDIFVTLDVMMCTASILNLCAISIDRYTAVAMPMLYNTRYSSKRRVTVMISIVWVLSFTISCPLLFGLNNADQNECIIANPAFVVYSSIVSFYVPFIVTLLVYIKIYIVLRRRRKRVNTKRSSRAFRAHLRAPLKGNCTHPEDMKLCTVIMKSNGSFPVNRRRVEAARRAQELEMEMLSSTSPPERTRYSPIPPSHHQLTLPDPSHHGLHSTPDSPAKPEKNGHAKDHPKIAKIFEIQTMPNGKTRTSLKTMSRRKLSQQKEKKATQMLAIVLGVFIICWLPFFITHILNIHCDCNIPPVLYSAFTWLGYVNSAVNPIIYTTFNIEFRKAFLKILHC
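Tetracycline-induced HEK293 T-REx cells force-coupled to calcium signalling expressed D2; compounds were pin-added after a 10 s baseline, read kinetically 180 s, then an EC20 dopamine challenge followed with a further 180 s calcium read.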
D1 ag: activates the human D1 dopamine receptor | P21728 | HEK293 T-REx D1 cells, calcium flux, agonist mode | activation, % at 2 µM | 360,000 tested, 1% active | AID 504660; in the data active = activation above about 30%; note: 0% is about no effect
Target sequence (P21728 whole entry, looked up): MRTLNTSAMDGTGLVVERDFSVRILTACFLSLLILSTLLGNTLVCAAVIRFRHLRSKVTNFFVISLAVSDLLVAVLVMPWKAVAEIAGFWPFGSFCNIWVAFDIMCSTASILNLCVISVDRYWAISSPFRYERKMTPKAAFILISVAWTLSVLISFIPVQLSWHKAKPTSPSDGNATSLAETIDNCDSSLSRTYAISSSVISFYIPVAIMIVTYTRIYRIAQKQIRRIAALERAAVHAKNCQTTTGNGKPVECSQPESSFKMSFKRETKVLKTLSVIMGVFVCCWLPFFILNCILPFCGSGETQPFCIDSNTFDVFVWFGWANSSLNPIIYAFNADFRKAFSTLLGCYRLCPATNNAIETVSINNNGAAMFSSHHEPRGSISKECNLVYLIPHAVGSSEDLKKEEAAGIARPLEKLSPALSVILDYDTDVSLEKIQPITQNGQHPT
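Inducible HEK293 T-REx D1 cells, force-coupled to calcium signalling, were plated at 4000 cells/well with tetracycline and held overnight at 30 C. After no-wash calcium dye loading, compound-evoked calcium rise over 180 s flagged agonists.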
D1 PAM: potentiators of human D1 dopamine receptor | P21728 | HEK293 TREx D1 cells, calcium flux, dopamine EC20 potentiation | potentiation, % at 10 µM | 360,000 tested, 0.036% active; in the data active = potentiation above about 30%; note: 0% is about no effect
LDHA inh: inhibitors of human lactate dehydrogenase A; P00338; purified LDHA, NADH/diaphorase-resazurin fluorescence; active compounds read low; activity change, % (values are at about 110 or 230 µM); 480,000 tested, 0.15% active; AID 1347041; in the data active = activity change below about -30%; inconclusive = mostly about -25% to -30%;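 note: plate controls were DMSO wells for no effect and wells without enzyme for full effect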
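Remaining NADH was detected by diaphorase (0.133 mg/mL) converting 37 µM resazurin to fluorescent resorufin, read at 0 and 20 minutes. The preceding 5-minute room-temperature reaction used 2 nM LDHA, 0.2 mM sodium pyruvate and 0.06 mM NADH at pH 7.4.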
D1 antag: human D1 dopamine receptor antagonism. P21728. HEK293 TREx D1 cells, calcium flux, dopamine EC80; active compounds read low. activity change, negative = inhibition, % at 10 µM. 360,000 tested, 3.2% active. AID 504652; in the data active = activity change below about -30%; note: % is set by controls: 0 for no effect and ±100 for the full control effect
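Cells carrying a force-coupled, tetracycline-inducible human D1 receptor report calcium flux. Each well gets a 10 s baseline, compound with 180 s monitoring, then an EC80 dopamine stimulus with a second 180 s kinetic read.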
Glioma ERSR ind: induces the endoplasmic reticulum stress response in human glioma cells. U87-MG GRP78 promoter luciferase reporter, 16 h. Potency, µM, for inactives: at the highest dose activation, hits mostly activators. 420,000 tested, 0.02% active. AID 602332; note: potency is the fitted concentration of half-maximal effect; series mostly up to about 76 µM; % of control where 0% means no effect; nearly all actives have a fitted effect of over 35% in size
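Stably transfected U87-MG human glioma cells carrying a GRP78-based luminescent sensor were seeded at 1000 cells/well, pin-dosed with compounds and incubated 16 h. Luciferase reagent was then added, and end-point luminescence was read after 10 min at room temperature.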
Vif-APOBEC3F blk: Vif-A3F binding inhibition. HeLa A3F-eYFP + Vif (tagged APOBEC3F with the HIV-1 protein that degrades it), YFP fluorescence increase. Potency, µM (titrated, usually from 46.1 µM), inactives show top-dose activity, negative = active. 390,000 tested, 0.2% active. AID 602313; note: potency is the fitted concentration of half-maximal effect; % of control where 0% means no effect; nearly all actives have a fitted effect of over 65% in size
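HeLa cells stably expressing A3F-eYFP plus Vif, plated and incubated overnight at 37 deg C, then exposed to compounds overnight at 37 deg C. Blocked degradation read as raised yellow fluorescence (Ex 488/Em 500-530).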
RXFP1 agonist: agonists of human relaxin receptor RXFP1; HEK293T-RXFP1 cAMP TR-FRET, 30 min; response scale: percent of porcine relaxin response, buffer zero; Potency, µM (top dose mostly 57.5 µM), without a hit: at the top dose activation, most hits filed as activators; 370,000 tested, 0.3% active; AID 2676; note: potency is the fitted concentration of half-maximal effect; % is set by controls: 0 for no effect and ±100 for the full control effect; nearly all actives have a fitted effect of over 60% in size; many of its hits are not listed in these tables
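Agonist response is measured as cAMP accumulation in an RXFP1-transfected HEK293T line under PDE4 inhibition. Values are scaled between buffer-only and 29 nM porcine relaxin, and EC50s come from standard Hill equation fits.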
The depositor's hits bear a star; ? = inconclusive; . = not tested or not shown. Unless noted, calls come from the whole dose curve; as a rule, active = well fitted curve in the direction sought with a large enough effect; inconclusive = small, poorly fitted or top-dose-only effect, or another doubt; inactive = no such curve, though single readings can be large; an effect the other way counts as inactive or inconclusive.

SMILES	Vif-A3G inh	D2 PAM	D1 ag	D1 PAM	LDHA inh	D1 antag	Glioma ERSR ind	Vif-APOBEC3F blk	RXFP1 agonist
CCOc1ccc(NC(=O)CNC(=O)c2ccco2)cc1	1%	2	3	-2	-8	-5	2%	5%	-2.6%
O=C(COC(=O)COc1ccccc1)Nc1ccc(Cl)cn1	-1%	24	1	1	0	7	0%	4%	0.3%
O=C(COc1ccc(-c2nnco2)cc1)N1CCN(S(=O)(=O)c2ccccc2)CC1	-6%	0	5	11	0	0	-6%	.	3.7%
O=C(O)c1cc(S(=O)(=O)NC(CO)C(O)c2ccc([N+](=O)[O-])cc2)ccc1Br (centres undefined)	0%	5	6	1	-2	2	-4%	-2%	1.7%
CN1CCN(NC(=O)Nc2ccc([N+](=O)[O-])cc2)CC1	-1%	.	2	-12	-7	28	0%	3%	1.1%
Cc1cc(C)cc(N(CC(=O)NC2CCCC2)C(=O)CNC(=O)c2cccs2)c1	-2%	.	4	0	3	36	-4%	-3%	0.0%
Cc1cc(S(=O)(=O)N2CCCCC2)c(C)s1	5%	-7	1	-5	1	-9	-1%	2%	-2.9%
CCCN(CC(=O)Nc1ccccc1OC)C(=O)C1CCCC1	1%	2	1	0	-6	-18	-5%	1%	-1.5%
O=C(NCCCn1ccnc1)c1cc(-c2ccccc2)on1	4%	-3	2	-3	-15	2	?	?	2.4%
CCOC(=O)C(C)Sc1nc(-c2ccccn2)ncc1OC (centres undefined)	-1%	4	1	-2	11	5	-2%	-6%	3.0%
CCCS(=O)(=O)N1CCCC(C(=O)NCCN2CCC(Cc3ccccc3)CC2)C1 (centres undefined)	1%	-14	6	-1	-3	-10	-1%	-4%	-0.7%
O=C(CC(c1ccccc1)c1ccccc1O)N1CCCCC1 (centres undefined)	-1%	-2	2	-3	-1	3	-2%	4%	-0.2%
C/C(=N\NC(=O)c1nc2ccccn2c1C)c1cc2ccccc2o1	-4%	2	2	-4	-2	-15	1%	13%	12%
CCCc1cc(C(=O)NCc2cccs2)no1	-1%	-2	1	1	1	-12	-2%	1%	0.3%
COc1ccc2nc(Nc3nc4ccc(NC(C)=O)cc4s3)sc2c1	?	-12	-2	0	0	-6	10%	-24%	-0.3%
O=C1C2C3C=CC(CC3)C2C(=O)N1/N=C/c1ccc(O)c(O)c1 (centres undefined)	-3%	-3	0	-8	9	-11	2%	-14%	2.9%
Cc1ccc2cccc(OCc3ccc(F)cc3)c2n1	-2%	8	3	7	-1	13	-3%	-1%	2.1%
CCOC(=O)C1=C(COC(=O)COc2ccc(C(C)=O)cc2)NC(=O)NC1C (centres undefined)	-2%	0	9	2	-7	0	2%	6%	1.1%
Cc1ccc(CNCc2c(C(=O)O)n(Cc3ccccc3C)c3cc(C)ccc23)cc1	3%	-8	4	11	-1	20	-4%	-17%	1.5%
COc1ccc2cc(C(=O)N3CCN(c4ccccc4OC)CC3)[nH]c2c1	3%	1	1	-4	8	-6	-1%	-4%	2.2%
Cc1ccccc1CNC(=O)c1cc(COc2ccc(F)cc2F)on1	2%	-9	8	-7	0	-18	-1%	-4%	0.4%
O=C(CCN1C(=O)/C(=C/c2cccc(Br)c2)SC1=S)Nc1cccnc1	4%	1	1	-5	0	9	0%	-8%	-0.4%
COc1ccc(S(N)(=O)=O)cc1C(=O)OCC(=O)Nc1ncc(Cl)c(C)c1Cl	-1%	.	.	.	5	.	-3%	2%	.
Cn1c(=O)c2ccccc2n(CC(=O)NC2CCCC2)c1=O	-10%	2	-1	-2	-9	3	0%	5%	5.1%
CCC(=O)c1ccc(OCC(O)Cn2cnc3ccccc32)cc1 (centres undefined)	0%	-5	4	4	1	-11	1%	2%	0.5%
CCN(CC)CCCN(Cc1cc2cc3c(cc2[nH]c1=O)OCO3)C(=S)NCCOC	0%	3	2	-4	3	2	-5%	0%	-2.8%
CN(C)c1ccc(/C=N/Nc2cccc(C(=O)O)c2)cc1	1%	-8	1	-6	0	-4	-13%	?	-4.0%
COC(=O)C(C(=O)OC)c1ccc(-n2cccc2)cc1	1%	1	5	1	-5	-6	-6%	-1%	1.0%
CCN(CC)S(=O)(=O)c1cccc(-c2nnc(SCc3nnc(-c4cccs4)o3)n2N)c1	2%	7	7	-5	-8	-7	-4%	2%	0.0%
Cc1ccc(CNC(=O)CN2C(=O)C3(SCC(=O)N3c3ccc(F)cc3)c3ccccc32)cc1 (centres undefined)	-2%	-2	1	2	-7	21	-3%	0%	1.2%

Reprinted from the part before: four entries, followed by the next part.
SMILES	Vif-A3G inh	D2 PAM	D1 ag	D1 PAM	LDHA inh	D1 antag	Glioma ERSR ind	Vif-APOBEC3F blk	RXFP1 agonist
CN(C)c1ccc(/C=N/Nc2cccc(C(=O)O)c2)cc1	1%	-8	1	-6	0	-4	-13%	?	-4.0%
COC(=O)C(C(=O)OC)c1ccc(-n2cccc2)cc1	1%	1	5	1	-5	-6	-6%	-1%	1.0%
CCN(CC)S(=O)(=O)c1cccc(-c2nnc(SCc3nnc(-c4cccs4)o3)n2N)c1	2%	7	7	-5	-8	-7	-4%	2%	0.0%
Cc1ccc(CNC(=O)CN2C(=O)C3(SCC(=O)N3c3ccc(F)cc3)c3ccccc32)cc1 (centres undefined)	-2%	-2	1	2	-7	21	-3%	0%	1.2%
CCOC(=O)N1CCN(C(=O)c2ccc(Cn3c(=S)[nH]c4ccc(Br)cc4c3=O)cc2)CC1	6%	-2	3	-2	-8	-12	-3%	-12%	0.1%
Cc1cc(C)c2c(N)c(C(=O)N/N=C/c3cccs3)sc2n1	?	-4	3	1	-6	-10	3%	?	0.0%
Cc1cc(=O)n2[nH]c(-c3ccc(Cl)cc3)cc2n1	-10%	-9	4	-8	1	-11	3%	-7%	-0.5%
CC(=O)Nc1ccc(OC(=O)c2cccnc2)cc1	0%	-8	3	-3	-3	-4	-5%	.	-0.1%
c1ccc(-n2cnc3cc(NCc4ccncc4)ccc32)cc1	-4%	1	10	-4	15	-39*	6%	4%	2.1%
O=C(N/N=C/c1ccccn1)c1cc(Br)ccc1O	2%	-4	13	-3	-6	-12	-2%	-15%	0.8%
Cc1ccc(S(=O)(=O)NCC2CCCO2)cc1 (centres undefined)	-4%	-1	4	2	0	5	-7%	2%	0.7%
CSCCC(NS(=O)(=O)c1ccc2c(c1)OCCO2)C(=O)N(C)Cc1ccc(F)cc1 (centres undefined)	0%	-5	17	4	-5	4	-3%	6%	-1.5%
O=C(Nc1sccc1C(=O)NCc1ccco1)c1cccnc1	-2%	3	5	-2	-9	3	-1%	-11%	0.1%
CNC(=O)c1ccc(S(=O)(=O)c2ccc(Cl)cc2)c(NC(C)=O)c1	2%	2	3	-7	-3	1	3%	5%	-2.9%
Cc1nn(C)c(C)c1NC(=O)c1cnn2c(C(F)F)cc(-c3ccccc3)nc12	.	1	2	1	.	8	.	.	-0.1%
Cc1[nH]n(C(N)=S)c(=O)c1N=Nc1ccc([N+](=O)[O-])cc1Cl	-1%	8	11	-2	3	-3	8%	5%	7.7%
CCC(C)NC(=O)CSc1nc2ccsc2c(=O)n1NC(=O)c1ccccc1 (centres undefined)	-7%	-5	3	0	-2	0	6%	-17%	0.1%
Cc1cc(NC(=O)CSc2n[nH]c(=O)[nH]c2=O)ccc1Br	0%	10	1	-13	-13	13	-4%	0%	-1.1%
O=C(NCCc1ccccc1)C1CC(=O)N(C2CCCC2)C1 (centres undefined)	-2%	-3	5	0	-8	4	-1%	6%	-0.8%
Cc1ccc(NC(=O)Cc2nc(CCl)cs2)cc1	3%	7	2	2	1	7	1%	-4%	-0.1%
CN(C)S(=O)(=O)N1CCC(Oc2ccc(C(=O)N3C[C@H]4CC[C@H]3C4)cc2)CC1	1%	6	21	-6	-6	-20	2%	-10%	2.8%
O=C(O)c1cc(N/N=C/C=C/c2ccccc2)ccc1Cl	-8%	11	4	5	-9	3	-9%	6%	-1.6%
S=c1[nH]nc(CNc2cccc(Cl)c2)o1	2%	4	2	12	-9	-7	-6%	3%	1.1%
Cn1c(SCC(=O)NCc2ccc3c(c2)OCO3)nnc1C1COc2ccccc2O1 (centres undefined)	-1%	1	-1	0	2	-11	2%	6%	-0.4%
COc1ccc(N2CCN(CCCNC(=O)c3ccc4nc(N5CCCCC5)sc4c3)CC2)cc1	7%	-12	13	-4	-5	-57*	-3%	6%	-1.0%
O=C(CN(CCc1ccccc1)S(=O)(=O)c1ccc(Cl)cc1)N/N=C/c1ccc2c(c1)OCO2	-5%	9	3	1	-4	-3	-1%	-3%	12%
Cc1cc(C(=O)CSc2n[nH]c(N)n2)c(C)n1C1CC1	0%	-5	0	0	-5	-3	1%	-2%	0.9%
CCc1nc(N2CCN(C(C)=O)CC2)c2c3c(sc2n1)CCCC3	1%	-3	2	4	1	4	-6%	-5%	8.4%
CCOCCCn1c(=N)c(C(=O)NC2CCCC2)cc2c(=O)n3cccc(C)c3nc21	-1%	-2	-2	0	-1	-20	-1%	5%	30%
COc1cc(/C=C2/C(=N)N3C=CSC3=NC2=O)ccc1OCCCOc1cc(C)ccc1C	-16%	-4	5	-2	3	5	9%	-7%	-1.0%
CCN(CC)S(=O)(=O)c1cccc(C(=O)Nc2cccc(C)c2)c1	0%	-3	3	-2	-2	4	?	1%	0.3%
COc1ccc(Cl)cc1NC(=O)COC(=O)c1ccc(Cl)nc1	1%	16	-1	6	-1	-5	2%	0%	8.7%
COc1ccc(Cn2c(-c3ccccc3)nc3c(c(=O)c4ccccc4n3C)c2=O)cc1	-2%	16	8	40*	-1	6	-7%	-6%	1.7%
COc1cc(NC(=O)c2cccs2)c(C(=O)OCC(=O)NC(=O)NCc2ccccc2)cc1OC	-7%	2	4	-5	-2	3	-6%	-4%	17%
COc1ccc(S(=O)(=O)NCCN2CCOCC2)cc1[N+](=O)[O-]	0%	-4	3	-12	-6	-10	-3%	0%	-0.3%
COc1ccccc1NC(=O)CSc1nccc(-c2ccco2)n1	-3%	17	1	-7	-3	-10	0%	-1%	-0.8%

Only part of the results is shown; count on the stated rates, not on these rows.
